# Bioassay records as filed in PubChem.
# MEKK2wt PB1 HTS: raises or lowers MEK5 binding to wildtype human MEKK2 PB1 domain. Q9Y2U5. hit rate 1.1% among 290,000. binding response (% of control), % at 10 µM. AID 1531. bead flow cytometry, Alexa488-MEK5 binding to MEKK2 WT; actives lie on both sides; in the data active = binding response below about 67% or above about 130%
# MEKK2mut PB1 HTS: signal of MEK5 binding to mutant human MEKK2 PB1 domain; bead flow cytometry, Alexa488-MEK5 binding to MEKK2 mutant; AID 1530; percent response, % at 10 µM; hit rate 0.35% among 290,000; in the data active = percent response above about 24%, passing the limit was not always enough; also: inactives centre near 1; some results filed as inactive read as strong as hits; reference of the scale not given here
# NALP1 yeast inh: NALP1 inhibition; inhibition, % at 10 µM; hit rate 0.61% among 280,000; S. cerevisiae NALP1/ASC/caspase-1 growth, X-gal OD620, 72 h; AID 2071; in the data active = inhibition mostly above about 24%, no sharp cut-off; inactive = mostly below about 32%; also: some compounds called inactive have numbers as strong as hits
# PHOSPHO1 inh: PHOSPHO1 (human) inhibition; Q8TCT1; recombinant PHOSPHO1, absorbance phosphatase assay; inhibition, % at 13.3 µM; hit rate 1.1% among 290,000; AID 1565; in the data active = inhibition above about 60%
# GalR3 antagonist: blocks the human galanin receptor 3 | hit rate 0.44% among 360,000 | O60755 | AID 651719 | HEK293 GalR3-CNG cAMP membrane potential fluorescence; galR3 body fused to GalR1 C-terminus | inhibition, % at 3 µM;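 active = inhibition above the screen-wide average plus 3 SD, cut at about 13% in these data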;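 also: forskolin and galanin both at EC90 stimulate the cells; cAMP rise reported by CNG channel membrane potential dye signal; 0% = forskolin plus galanin with DMSO and 100% = forskolin alone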
# Target sequence (O60755 1-299 limits assumed): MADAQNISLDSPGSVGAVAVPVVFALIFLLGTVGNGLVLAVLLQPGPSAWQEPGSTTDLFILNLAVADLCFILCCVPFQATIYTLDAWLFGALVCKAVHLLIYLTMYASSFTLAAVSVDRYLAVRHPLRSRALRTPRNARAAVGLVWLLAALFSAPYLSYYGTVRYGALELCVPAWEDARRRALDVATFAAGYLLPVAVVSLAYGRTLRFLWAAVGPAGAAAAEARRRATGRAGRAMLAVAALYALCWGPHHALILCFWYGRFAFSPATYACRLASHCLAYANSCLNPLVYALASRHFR
# MEKK3 PB1 HTS: raises or lowers MEK5 binding to the human MEKK3 PB1 domain. Q99759. bead-based flow cytometry, Alexa488-MEK5 binding to MEKK3; actives lie on both sides; 0 = blocked by unlabeled MEK5, 100 = vehicle. binding response (% of control), % at 10 µM. hit rate 1.4% among 290,000. AID 1529;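 active = binding response more than 3 SD above or below the average of its plate-row segment, actives on both sides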;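 also: Alexa488 bead fluorescence after subtracting the streptavidin-only scavenger bead signal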
# V1aR counter: V1a receptor agonism, counter-screen for OXTR agonists; CHO-V1R cells, Fluo-8 calcium fluorescence, agonist mode; 0% DMSO, 100% 3 nM vasopressin; P37288; activation, % at 3 µM; hit rate 0.25% among 320,000;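 active = activation above the mean activation of all tested compounds plus 3 SD, per screening run, cut at about 20% in these data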;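 also: signal is peak over basal fluorescence ratio across a 100 second FLIPR read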
# Target sequence (P37288 whole entry, looked up): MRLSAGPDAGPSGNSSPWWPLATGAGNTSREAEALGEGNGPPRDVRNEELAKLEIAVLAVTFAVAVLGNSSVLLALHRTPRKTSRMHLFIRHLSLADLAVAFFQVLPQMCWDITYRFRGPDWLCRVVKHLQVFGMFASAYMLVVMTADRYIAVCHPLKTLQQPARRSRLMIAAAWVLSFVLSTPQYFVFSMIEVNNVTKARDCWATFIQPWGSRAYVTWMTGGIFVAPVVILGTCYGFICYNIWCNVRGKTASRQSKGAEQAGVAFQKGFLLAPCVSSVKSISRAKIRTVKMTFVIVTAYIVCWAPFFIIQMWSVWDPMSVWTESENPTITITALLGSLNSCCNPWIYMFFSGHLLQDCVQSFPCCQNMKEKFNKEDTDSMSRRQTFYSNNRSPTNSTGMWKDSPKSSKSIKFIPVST
# OXTR ag: agonists of human oxytocin receptor. P30559. CHO-OTR cells, Fluo-8 calcium fluorescence; normalized: DMSO 0%, oxytocin 100%. activation, % at 3 µM. hit rate 0.32% among 320,000. AID 2435;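 active = activation above the mean of all tested compounds plus 3 SD, cutoff set per screening run, cut at about 20% in these data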;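 also: peak over basal fluorescence ratio from a 100 s FLIPR kinetic read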
# GPR7 antag: human neuropeptides B/W receptor 1 antagonism; P48145; GPR7-expressing cells, fluorescence antagonist assay; inhibition, % at 4.4 µM; hit rate 1.1% among 290,000; AID 1861; in the data active = inhibition above about 16%, passing the limit was not always enough;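 also: cells stimulated with the agonist NPW; 0% = agonist with vehicle and 100% = vehicle without agonist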
# Target sequence (P48145 whole entry, looked up): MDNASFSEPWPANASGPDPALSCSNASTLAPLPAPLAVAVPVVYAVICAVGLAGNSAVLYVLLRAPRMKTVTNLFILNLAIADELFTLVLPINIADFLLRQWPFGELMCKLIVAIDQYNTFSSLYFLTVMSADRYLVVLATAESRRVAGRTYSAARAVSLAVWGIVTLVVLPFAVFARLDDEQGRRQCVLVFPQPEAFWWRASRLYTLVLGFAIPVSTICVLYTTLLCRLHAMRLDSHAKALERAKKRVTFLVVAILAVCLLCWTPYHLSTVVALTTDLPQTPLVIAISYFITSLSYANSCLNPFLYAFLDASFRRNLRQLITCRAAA
# * = called active by the depositor; nt = no result given; & = joins results of further samples.
SMILES,MEKK2wt PB1 HTS,MEKK2mut PB1 HTS,NALP1 yeast inh,PHOSPHO1 inh,GalR3 antagonist,MEKK3 PB1 HTS,V1aR counter,OXTR ag,GPR7 antag
CC1CN(S(=O)(=O)c2ccc(C(=O)Nc3ccc(S(=O)(=O)Nc4nccs4)cc3)cc2)CC(C)O1 (configuration not stated),97,-1,-4,7,-3,93,-0.1,-0.5,-7
CC(C)(C)CC(=O)Nc1cc2c3c(c1)CC(=O)N3CCC2,99,1,22,50,-6,103,0.0,-0.2,-4
CCn1c(=O)c2cc(C(=O)N3CCOCC3)sc2c2ccccc21,100,-2,-19,-7,nt,97,-0.9,-0.7,-10
O=C(CNC(=O)c1ccccc1)NCC(=O)OCc1ccc(Cl)cc1,102,-2,-7,62*,-4,100,-0.1,-1.4,-4
CC(C)c1nc2sc3c(NCc4ccccc4)ncnc3c2c2c1COC(C)(C)C2,94,-2,-1,2,-1,99,0.9,-0.4,6
CCn1c(SCC(=O)Nc2ccc(OC)cc2)nc2c(c1=O)SCC2,107,8,19,23,0,105,-0.2,-0.8,-13
Cc1cnc(C(=O)Nc2nnc(C)s2)cn1,107,3,-3,15,-7,105,1.6,1.2,-14
CC(CN1C(C)CCCC1C)OC(=O)c1ccc(Cl)cc1Cl (configuration not stated),104,0,1,-23,-3,101,-0.3,0.8,-13
CCCCCCCCN1[C@@H](CC(C)=O)c2cc(C(F)(F)F)ccc2S1(=O)=O,103,-3,nt,nt,-5,102,0.9,0.5,nt
Cc1ccc(-c2csc3n[nH]c(=S)n23)cc1,103,3,-12,95*,-3,101,-1.1,-1.0,13
CCC(C)[C@H]1COCCS(=O)(=O)N1Cc1ccc(Cl)cc1Cl (some centres not stated),91,-10,18,-19,-6,97,0.1,-1.9,21
CCC1CCCCN1C(=S)Nc1ccc(SC(F)F)cc1 (configuration not stated),104,11,39,-2,-3,98,4.9,0.7,-10
Cc1ccc(C(=O)CSc2nc(N)cc(=O)[nH]2)cc1,104,10,26,-6,-3,101,-0.5,1.6,-5
O=C(CSc1nnc(NC(=O)c2ccccc2[N+](=O)[O-])s1)NCC1CCCO1 (configuration not stated),106,2,12,-11,-1,101,1.2,2.0,-13
CCCN(Cc1cc2cc(C)ccc2[nH]c1=O)C(=O)c1cccc([N+](=O)[O-])c1,127,24,4,4,4,130*,3.5,-0.8,-11
O=C(C1CCN(C2CC(=O)N(c3ccc(F)cc3)C2=O)CC1)N1CCOCC1 (configuration not stated),96,-13,7,-31,1,86,0.5,0.6,-2
COc1cccc(-c2nnc3sc(C4CCCCC4)nn23)c1,104,2,37*,15,-5,106,-0.2,-0.6,-3
O=C(CSc1ccc2nnc(CCNC(=O)c3ccccc3)n2n1)NCc1ccc(F)cc1,98,0,1,41,-3,98,1.1,0.4,-27
CC(C)CC(=O)N1CCN(Cc2cccc(Cl)c2)CC1,110,9,10,-6,-4,106,1.3,-0.9,-17
O=C(O)Cc1ccc2oc(-c3ccccn3)nc2c1,104,3,6,37,-4,104,-0.4,-0.2,-15
O=C(CSc1nnnn1-c1ccc(Cl)c(C(=O)O)c1)NC(c1ccccc1)c1ccccc1,107,18,-12,20,-5,111,0.2,-0.6,-11
CCC(=O)Nc1ccc(OCc2nc3ccccc3s2)cc1,98,-48,22,50,-5,102,2.0,2.6,-1
CC(=O)c1cc(C#N)c(NCCCN(C)C)nc1C,99,0,11,20,-5,103,0.5,1.2,-1
COc1ccc(C)cc1NC(=O)c1ccccc1NS(=O)(=O)c1cccc2cccnc12,92,4,6,-21,-10,98,1.4,-0.6,-3
O=C(c1cccc(Br)c1)N1CCN(C(=O)N2CCCCC2)CC1,102,3,43,11,5,103,-0.3,-0.5,-1
Cc1ccc(C(=O)N2CCC3(CC2)NCCc2[nH]cnc23)cc1C,98,-9,4,-33,1,93,0.5,0.1,1
COc1cccc(NC(=O)C2CCN(S(=O)(=O)c3ccc4c(c3)OCCO4)CC2)c1,93,-4,-6,-2,-3,96,1.7,1.1,11
CCN1CCN(c2ccc([N+](=O)[O-])c(Sc3nc4ccccc4[nH]3)c2)CC1,129,19,13,1,-10,105,0.0,-0.5,8
CCC(C)(C)NC(=O)C(c1ccco1)N(C(=O)Cn1nnc2ccccc21)c1ccc2c(c1)OCO2 (configuration not stated),105,5,7,-8,-6,101,5.8,-1.2,6
CC1CCN(CCCNC(=O)c2cc3c(s2)-c2ccccc2OC3)CC1,134*,11,19,22,-5,104,0.5,1.3,10
CCn1c(CC(=O)Nc2ccc(C)cc2)nnc1SCC(=O)N1CCN(c2ccccc2)CC1,107,2,2,14,-5,102,0.2,-2.5,-18
O=C(COc1ccc(S(=O)(=O)N2CCOCC2)cc1)Nc1ccccc1C(F)(F)F,102,10,6,5,-7,105,0.8,4.0,11
C=CCn1c(-c2cc(-c3ccccc3)sc2N)n[nH]c1=S,94,-5,13,-58,-6,93,-1.2,-1.0,-5
O=C(O)CSc1nc2c(c(C(F)(F)F)n1)CCCC2,79&107,-40&0,10&9,-11&-10,0&3,75&108,3.1&-0.4,0.5&-0.4,4&-12
Cc1cccc(C(=O)N2CCCC(Nc3ccc(C)c(C)c3)C2)n1 (configuration not stated),100,-1,4,27,0,102,-0.7,-0.6,4
Cc1cc(C(=O)COC(=O)CN(C)S(=O)(=O)c2ccc(Cl)cc2)c(C)n1CC1CCCO1 (configuration not stated),108,6,-3,-18,12,105,1.3,-0.7,3
COc1cccc(NC(=O)C(c2ccccc2)N2CCCC2)c1 (configuration not stated),nt,nt,2,8,-3,nt,0.0,-1.2,0
O=C(NC1CCc2ccccc21)c1cc(COc2ccc(F)cc2F)on1 (configuration not stated),101,-3,-6,18,2,107,0.8,-1.1,3
CCOC(=O)C1(Cc2cccc(OC)c2)CCCN(C(=O)CNC(C)=O)C1 (configuration not stated),108,8,26,-8,-7,108,0.0,1.1,2
CCOC(=O)C1(CCOc2ccccc2)CCN(CC2CC2)CC1,109,4,-19,14,-5,103,0.6,0.5,0
O=C(NCCNC(=O)c1ccccn1)c1cccc(F)c1,97,1,3,26,-9,100,0.0,0.8,-15
CCOC(=O)C(CC(=O)Nc1nc(C(C)=O)c(C)s1)C(C)c1ccccc1 (configuration not stated),101,5,29,24,-7,102,1.0,-1.8,-12
Cc1ccc(Cl)c(NC(=O)CN(C)CC(=O)Nc2ccc(F)c(F)c2F)c1Cl,90,-14,10,11,0,102,1.8,-0.2,6
O=[N+]([O-])c1ccc(CSc2nnc(SCc3ccc(Cl)cc3)s2)cc1,106,2,33,19,-6,107,2.0,1.6,1
O=C(Nc1ccccc1N1CCOCC1)c1ccc(N2CCOCC2)c([N+](=O)[O-])c1,98,-6,9,42,6,101,1.6,1.8,-7
COCCNC(=S)N/N=C/c1ccc(N2CCOCC2)cc1,104,0,0,10,-6,101,0.7,-0.5,-3
O=C(c1nnsc1S(=O)(=O)c1ccc(Cl)cc1)N1CCOCC1,93,-1,5,32,22*,103,nt,nt,12
CC1(C)CC(=O)C2=C(C1)NC(SCC(N)=O)=C(C#N)C21CCCCC1,106,8,-47,50,-2,107,-1.0,-2.0,6
N#C/C(=C/c1ccc(N2CCCCCC2)o1)c1cccc(F)c1,103,6,21,-24,-3,103,1.0,2.7,-3
N/C(CSc1ccccn1)=N\OCc1c(Cl)cccc1Cl,98,-2,-5,20,0,104,-0.7,-2.5,-10
CCC(NC(=O)Nc1ncccc1C)(C(F)(F)F)C(F)(F)F,101,5,7,-6,-3,100,0.8,0.0,-8
C=C(C)CNC(=S)Nc1ccc(S(=O)(=O)Nc2cnc3ccccc3n2)cc1,95,-4,-2,42,4,93,0.9,0.2,7
COc1ccc(NC(=O)CSc2nnc(-c3cc(C)[nH]n3)n2N)cc1OC,93,-9,2,14,-9,97,0.7,0.7,3
Cn1c(=O)c2nc(-c3ccc(Cl)cc3Cl)oc2c2ccccc21,97,3,5,-2,5,100,-0.1,-1.4,-9
CCn1c(SCC(=O)NCC2CCCO2)nnc1-c1ccccc1 (configuration not stated),99,-1,-5,51,-5,94,2.8,0.3,-5
COCCn1nnnc1C(c1cc2c(C)cc(C)cc2[nH]c1=O)N1CCCCCC1 (configuration not stated),105,8,23,-18,nt,101,0.5,0.2,-1
CCOC(=O)Cc1csc(NC(=O)CSc2nnc3ccccn23)n1,95,-2,-2,-9,-4,100,0.3,0.1,-11
Cc1ccc(NC(=O)CSc2nnc(CNC(=O)c3ccco3)o2)cc1Cl,104,2,9,22,0,101,3.4,0.9,8
COc1ccccc1NC(=O)CSc1nnc(CC(=O)Nc2ccccc2)n1C,96,0,7,-10,-3,95,-0.8,-0.7,4
COc1ccc(NC(=O)C2CCCN(S(=O)(=O)c3c(C)n[nH]c3C)C2)cc1 (configuration not stated),107,9,8,9,3,104,1.6,-0.2,-10
# Continuation.
SMILES,MEKK2wt PB1 HTS,MEKK2mut PB1 HTS,NALP1 yeast inh,PHOSPHO1 inh,GalR3 antagonist,MEKK3 PB1 HTS,V1aR counter,OXTR ag,GPR7 antag
CC(C)(C)C1CCC(=NNc2ccc(S(N)(=O)=O)cc2[N+](=O)[O-])CC1 (configuration not stated),94,-2,15,-1,-3,100,-0.6,-1.2,-6
COC(=O)c1cc(C(=O)NCCCN2CCOCC2)cc([N+](=O)[O-])c1,94,-10,-10,7,-4,100,0.0,0.4,-3
O=C(O)c1cccc(S(=O)(=O)Nc2ccc(OCc3ccccc3)cc2)c1,97,-3,9,31,-7,105,0.8,-0.6,-3
O=C(COc1ccc2c(-c3ccccc3)cc(=O)oc2c1)NCc1cccs1,4.0*,5,17,8,-1,93,3.4,-1.8,-4
Cc1cc(=O)[nH]c(SCc2cccc3ccccc23)n1,100,3,12,nt,-7,99,0.1,-1.2,-2
CC(=O)N/C(=N\OCc1ccc(Br)cc1)c1nonc1NC(C)=O,113,16,25,-1,-6,101,5.5,1.7,-4
O=[N+]([O-])c1ccccc1/C=N/n1c(C(F)(F)F)n[nH]c1=S,109,1,7,16,-3,118,0.6,-0.4,-5
CCc1nc2oc3cc(OC)ccc3c(=O)c2c(=O)n1-c1ccccc1,100,2,5,-34,-4,98,0.5,0.3,33
CCCCCn1c(N2CCN(Cc3ccccc3)CC2)nc2c1c(=O)[nH]c(=O)n2C,75,-7,14,-3,-3,87,-1.7,-2.4,-2
CCCCS(=O)c1c(O)c2ccccc2[nH]c1=O (configuration not stated),95,-2,28,1,3,94,0.4,1.0,-8
O=C(c1ccccc1)c1coc2c1C(=O)c1ccccc1C2=O,106,4,8,-83,10,103,-0.4,-0.1,-9
O=C(O)c1sc2cccc(Cl)c2c1Cl,109,1,-4,17,-5,114,0.8,1.9,-2
CC1(C(=O)N/N=C/c2ccccc2)CC1(Br)Br (configuration not stated),102,4,11,-10,4,113,-0.4,-1.6,-13
COc1ccc2[nH]c(=O)c(CN(c3ccccc3OC)S(=O)(=O)c3ccccc3)cc2c1,96,1,0,5,0,96,1.9,1.4,-4

# Full records from above.
# Shown for `O=C(COc1ccc2c(-c3ccccc3)cc(=O)oc2c1)NCc1cccs1` : MEKK2wt PB1 HTS: 4.0*; MEKK2mut PB1 HTS: 5; NALP1 yeast inh: 17; PHOSPHO1 inh: 8; GalR3 antagonist: -1; MEKK3 PB1 HTS: 93; V1aR counter: 3.4; OXTR ag: -1.8; GPR7 antag: -4
# Shown for `CCCCCn1c(N2CCN(Cc3ccccc3)CC2)nc2c1c(=O)[nH]c(=O)n2C` : MEKK2wt PB1 HTS: 75; MEKK2mut PB1 HTS: -7; NALP1 yeast inh: 14; PHOSPHO1 inh: -3; GalR3 antagonist: -3; MEKK3 PB1 HTS: 87; V1aR counter: -1.7; OXTR ag: -2.4; GPR7 antag: -2

# Rows are unselected; any-hit rate near 5.4%.
